Screening results (PubChem)
Runt-SMMHC FRET – inhibitors of RUNX1 Runt–CBFb-SMMHC binding, primary screen, biochemical, FRET, Cerulean-Runt, Venus-CBFb-SMMHC, uHTS. AID 1434, 2008. Cerulean-Runt/Venus-CBFb-SMMHC FRET ratio 530/480, 1 h. inhibition, % at 20 µM. actives 0.74% (n = 220,000). Runt-related transcription factor 1 (Homo sapiens) + Core-binding factor subunit beta …;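 active = mean inhibition across duplicate retests at 20 µM reaching about 50%, limit read from the data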;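 note: 0% = DMSO wells and 100% = wells with excess untagged CBFb-SMMHC; inhibitors lower the FRET ratio by blocking Runt binding to CBFb-SMMHC; some results filed as inactive read as strong as hits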
14-3-3 Bad inh – inhibitors of 14-3-3 zeta/Bad binding, primary screen, biochemical, TR-FRET, bovine 14-3-3 zeta; TR-FRET 14-3-3zeta/Dy647-pBad peptide displacement, 1 h; actives 0.71% (n = 220,000); 14-3-3 protein zeta/delta (Bos taurus), P63103; inhibition, % at 21.7 µM;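 active = inhibition above about 70%, limit read from the data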;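 note: 0% = full 14-3-3 plus peptide FRET controls and 100% = background without 14-3-3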
Target sequence (P63103 whole entry, looked up): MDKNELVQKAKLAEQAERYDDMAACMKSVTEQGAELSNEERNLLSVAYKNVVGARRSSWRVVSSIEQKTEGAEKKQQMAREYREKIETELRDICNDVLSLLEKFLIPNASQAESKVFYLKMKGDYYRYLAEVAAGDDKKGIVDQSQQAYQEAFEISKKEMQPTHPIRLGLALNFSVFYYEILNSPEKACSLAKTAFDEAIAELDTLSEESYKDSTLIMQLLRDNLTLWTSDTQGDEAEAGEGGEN
Runt-CBFb FRET – inhibitors of RUNX1 Runt–CBFb binding, primary screen, biochemical, FRET, Cerulean-Runt, Venus-CBFb, uHTS; AID 1496, 2009; Cerulean-Runt/Venus-CBFb FRET ratio 530/480, 1 h; actives 0.46% (n = 220,000); inhibition, % at 20 µM;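 active = inhibition over about 50% at 20 µM in the single-dose screen, limit read from the data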;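 note: 0% = DMSO wells and 100% = excess unlabeled CBFb competitor control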
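Assay system: Cerulean-Runt domain fusion protein, energy donor; Signal: fluorescence energy transfer, 422 nm excitation, 530/480 nm emission; Timing: 1 h compound exposure, room temperature; Control set: unlabeled CBFb; Medium: Tris buffer pH 7.5 with salts and BSA; Compound: single test concentration of 20 µM, 1% DMSO final; Probe or stimulus: Venus-CBFb 100 nM.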
FXIa inh 1536 – human FXIa protease inhibitors, primary screen, biochemical, 1536-well; inhibition, % at 5 µM; purified FXIa, Boc-Glu-Ala-Arg-AMC fluorogenic substrate; actives 0.14% (n = 220,000); Coagulation factor XI (Homo sapiens), P03951;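 active = inhibition of at least 40%; inactive = inhibition below 40%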;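 note: fluorescence of freed AMC excited at 355 nm; 0% = enzyme without compound and 100% = no enzyme blank; many of its hits are not listed in these tables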
Wee1 stabilizer – Wee1 degradation inhibitors, primary screen, cell-based, HeLa, Wee1K328M-luciferase, luminescence | Wee1-like protein kinase (Homo sapiens), P30291 | HeLa Luc-Wee1K328M stability; 100% = proteasome inhibitor MG132 effect | reporter increase, % at 5 µM | actives 1.2% (n = 220,000) | AID 1321, 2008;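 active = activation above the mean of all tested compounds plus 3 SD, set per screening run, cut at about 8.8% in these data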;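 note: cells exposed to compound for 20 h before luminescence read; 0% = DMSO alone and 100% = MG132 at 30 µM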
Hck Nef HTS – inhibitors of Nef-activated human Hck kinase, primary screen, biochemical, Z-Lyte FRET, 384-well, Hck-YEEI. inhibition, % at 20 µM. Recombinant Hck-YEEI plus Nef, Z-Lyte FRET kinase assay. actives 0.68% (n = 220,000). AID 463187, 2010. Tyrosine-protein kinase HCK (Homo sapiens), P08631;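 active = Hck-Nef kinase inhibition above about 50%, limit read from the data; inactive = inhibition below that limit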;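 note: 0% = DMSO with Hck plus Nef and 100% = Hck alone without Nef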
thrombin 1536 – human alpha-thrombin inhibitors, primary screen, counter-screen for coagulation protease inhibitor project, biochemical, 1536-well, fluorogenic AMC substrate. inhibition, % at 5 µM. AID 1046, 2008. Boc-VPR-AMC fluorogenic substrate cleavage. Prothrombin (Homo sapiens), P00734. actives 0.26% (n = 220,000);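 active = inhibition at or above 40%; inactive = inhibition below 40%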;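 note: 0% = enzyme with no compound and 100% = wells without enzyme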
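Material: human alpha-thrombin protein; Also added: Boc-VPR-AMC substrate, 15 µM final; Timing: enzyme reaction carried out at room temperature; Signal: fluorescence, ex 355 nm, em 460 nm; Measure: % inhibition of thrombin; Controls: enzyme without compound as high, wells lacking enzyme as low.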
hK5 inh – human KLK5 protease inhibitors, primary screen, biochemical, 1536-well; Kallikrein-5 (Homo sapiens), Q9Y337; recombinant hK5, fluorogenic AMC substrate cleavage; inhibition, % at 5 µM; actives 0.59% (n = 210,000); AID 873, 2007;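 active = inhibition of 40% or more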;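 note: 0% = enzyme controls without compound and 100% = no-enzyme blanks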
Target sequence (Q9Y337 67-293 limits assumed): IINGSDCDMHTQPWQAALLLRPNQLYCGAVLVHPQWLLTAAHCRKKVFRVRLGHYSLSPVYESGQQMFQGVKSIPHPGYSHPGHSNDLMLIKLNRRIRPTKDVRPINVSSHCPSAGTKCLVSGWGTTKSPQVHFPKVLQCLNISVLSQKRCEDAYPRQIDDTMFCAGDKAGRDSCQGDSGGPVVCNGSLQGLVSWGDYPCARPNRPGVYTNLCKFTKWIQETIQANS
FXIIa inh – human FXIIa protease inhibitors, primary screen, biochemical, 1536-well. Coagulation factor XII (Homo sapiens), P00748. AID 800, 2007. purified FXIIa, Boc-QGR-AMC fluorogenic substrate, 2 h. inhibition, % at 5 µM. actives 0.3% (n = 220,000); in the data active = inhibition above about 40%;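 note: 0% = enzyme with no compound and 100% = blank without enzyme; many of its hits are not listed in these tables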
Target sequence (P00748 20-372 limits assumed): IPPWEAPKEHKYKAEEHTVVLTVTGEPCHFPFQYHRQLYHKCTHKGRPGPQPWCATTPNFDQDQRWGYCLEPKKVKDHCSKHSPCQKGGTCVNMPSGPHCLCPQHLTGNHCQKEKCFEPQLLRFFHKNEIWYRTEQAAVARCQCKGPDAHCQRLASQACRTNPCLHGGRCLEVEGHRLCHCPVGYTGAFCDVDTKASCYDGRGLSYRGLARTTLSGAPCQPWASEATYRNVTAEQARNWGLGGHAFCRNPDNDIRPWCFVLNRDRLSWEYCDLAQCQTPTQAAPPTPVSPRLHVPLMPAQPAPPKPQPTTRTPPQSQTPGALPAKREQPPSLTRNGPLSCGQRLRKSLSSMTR
Target sequence (P00748 373-615 limits assumed): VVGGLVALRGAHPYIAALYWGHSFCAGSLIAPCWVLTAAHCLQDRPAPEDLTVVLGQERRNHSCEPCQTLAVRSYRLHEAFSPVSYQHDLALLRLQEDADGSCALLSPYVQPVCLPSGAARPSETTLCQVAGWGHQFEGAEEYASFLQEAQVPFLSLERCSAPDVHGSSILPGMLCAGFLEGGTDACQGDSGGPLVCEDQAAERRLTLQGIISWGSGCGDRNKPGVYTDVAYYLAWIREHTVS
* hit, by the source's call; . = not tested or not shown; & = joins results of further samples; [ ] = dose if it differs, or a comment.

compound | Runt-SMMHC FRET | 14-3-3 Bad inh | Runt-CBFb FRET | FXIa inh 1536 | Wee1 stabilizer | Hck Nef HTS | thrombin 1536 | hK5 inh | FXIIa inh
Cc1cc(C)c(OCC(=O)Nc2cccc(NC(=O)c3ccco3)c2)c(Br)c1 | 1.8 | 1.2 | -2.8 | 5.0 | -4.2 | -8.2 | 3.7 | 2.5 | 10.7
CCN(CC)C(=O)Cn1cc(S(=O)(=O)CC(=O)NC2CCCCC2)c2ccccc21 | 1.2 | -3.6 | -1.6 | -2.3 | -0.4 | 7.3 | -1.6 | -0.2 | 7.7
C#CC[N+](C)(C)CC#Cc1ccc(C)cc1 | -1.6 | -3.6 | 0.0 | -2.9 | -1.4 | 16.3 | -6.2 | -4.6 | 2.2
COc1cc(NS(=O)(=O)c2ccc(NC(C)=O)cc2)ncn1 | -1.5 | -1.1 | 1.1 | 5.9 | -1.1 | 0.9 | -1.2 | -6.9 | 13.9
O=C(O)c1cccn2c(=O)c3ccccc3nc12 | 3.6 | 5.2 | -0.3 | -1.8 | 1.7 | -3.6 | -1.8 | -2.2 | -10.1
Cc1ccccc1CSc1nnc(-c2ccco2)n1Cc1ccco1 | 5.3 | 4.1 | 7.6 | -19.5 | -0.6 | -0.8 | 1.8 | 10.2 | 11.2
Cc1ccc(S(=O)(=O)NCCCC(=O)O)cc1 | 1.9 | -7.2 | -1.0 | 1.0 | 2.8 | 15.6 | 3.5 | 2.9 | 16.3
Cn1cnc([N+](=O)[O-])c1Cl | -3.7 | 3.1 | 3.0 | -4.6 | -1.1 | 7.7 | 19.1 | -4.0 | 0.5
O=C(C1=NN(c2ccccc2)C2C(=O)N(c3cccc(Cl)c3)C(=O)C12)c1ccccc1 (stereo not given) | 30.3 | -42.2 | -250.8 | 5.1 | 0.3 | -7.1 | -2.9 | -22.3 | 2.7
Nc1nc2ccccc2n1C(=O)CCc1ccccc1 | -4.8 | -4.7[fluorescence artefact?] | 0.5 | 0.5 | 3.3 | 0.8 | -1.1 | -21.6 | 11.9
Cc1c(C(=O)N2CCOCC2)oc2ccc(S(=O)(=O)N3CCCCCC3)cc12 | 2.3 | 6.6 | 1.4 | -0.2 | 0.0 | -3.9 | -2.6 | -9.3 | 9.8
COc1ccc(CCNC(=O)CSc2nc3[nH]ncc3c(=O)n2-c2cccc(C(F)(F)F)c2)cc1OC | 1.2 | -3.5 | -3.7 | -3.9 | -1.9 | 13.1 | 11.0 | -5.0 | 3.2
Cc1ccc(NC(=O)/C(=C\C=C\c2ccccc2)NC(=O)c2ccccc2)cc1 | 2.6 | 0.8 | 1.8 | 7.3 | -1.2 | 0.0 | 4.5 | -6.5 | 9.6
CCOC(=O)C1CCCN(c2c(N3CCN(C)CC3)c(=O)c2=O)C1 (stereo not given) | -1.1 | 6.1 | 1.8 | -13.7 | -3.3 | 1.4 | -10.7 | -35.8 | -15.9
CCCC(=O)c1ccc(N2CCCCCC2)c(F)c1 | 1.6 | 3.6 | -0.1 | -1.7 | 1.1 | 1.3 | -6.1 | -27.6 | 8.3
C=CCc1cc(Cl)ccc1OCCOCCNC(C)CC (stereo not given) | -1.3 | 13.9 | -1.5 | -0.3 | -1.1 | 5.8 | 0.1 | 6.5 | 12.6
C1CCc2nc3c(nc2C1)CCCC3 | -1.4 | -3.0 | 0.9 | 6.5 | 4.6 | 6.5 | -2.3 | 4.4 | 3.3
CCOc1cc(NC(=S)NCC2CCCO2)c(OCC)cc1NC(=O)c1ccc(F)cc1 (stereo not given) | 1.8 | -11.3 | 3.7 | -1.4 | 0.4 | 22.7 | 0.5 | 1.8 | 6.5
COc1ccc(C(=O)N/C=C/n2cnc3cc(C(F)(F)F)ccc32)cc1 | 4.8 | 0.3 | -4.1 | -1.6 | 1.9 | 26.9 | 3.6 | 11.3 | 11.8
COc1ccccc1N(CC(=O)N/N=C(\C)c1cccc(Br)c1)S(C)(=O)=O | 3.3 | -10.5 | -2.5 | 3.1 | -0.6 | 5.9 | -2.8 | -5.8 | 9.6
COc1cccc(C(=O)N2CCSC2=S)c1 | 0.3 | -5.8 | 0.8 | 14.9 | 1.6 | 3.9 | 6.5 | 48.0* | 9.1
C(CNC1C2CC3CC(C2)CC1C3)CN1CCOCC1 (stereo not given) | -2.1 | 8.5 | -0.7 | 2.9 | 3.2 | 24.0 | 3.4 | 6.3 | 17.0
COc1cc(C2NC(=O)C(C#N)=C(Nc3cccc(C)c3)S2)ccc1O (stereo not given) | -2.3&1.0 | -3.3&-8.5 | 4.5&2.4 | 1.6 | -0.1&2.0 | -13.5&3.0 | 5.6 | -2.4 | 9.8
N/C(=N\OC(=O)CCCOc1ccccc1)c1ccccc1 | -4.0 | -20.2[fluorescence artefact?] | -2.6 | 8.1 | 0.2 | 4.8 | -1.9 | -13.0 | 14.1
CS(=O)(=O)C1=C(O)C(=O)N(CCCC(=O)O)C1c1ccccc1F (stereo not given) | 0.3 | 39.3[fluorescence artefact?] | 1.0 | -10.9 | -1.5 | -0.7 | 3.3 | -24.1 | 0.7
N#Cc1c(Cl)cccc1-n1ccnc1 | 0.1 | -0.3 | -0.6 | -2.8 | 6.2 | 0.0 | -1.4 | -20.8 | 9.8
C=CCSc1nc(N)c(C(=O)Nc2ccccc2)cc1C#N | -3.2 | 1.1[fluorescence artefact?] | -0.7 | 1.5 | -2.6 | -8.3 | 8.7 | 22.1 | 12.9
COc1ccc(CCNC(=O)C2CCN(C(=O)c3cccs3)CC2)cc1 | 2.2 | -3.0 | -1.9 | -43.6 | -2.6 | 10.5 | 1.4 | -18.8 | 0.3
Cc1ccc(C(=O)N/C(N)=N/c2nc3ccccc3o2)cc1 | -0.2 | -1.3 | -0.1 | 4.0 | 3.5 | -19.6 | 2.0 | -12.4 | 8.8
COc1ccc(CCNC(=O)c2cc(S(=O)(=O)N3CCC4(CC3)OCCO4)ccc2F)cc1OC | -1.2 | -9.0 | -0.5 | -2.3 | -3.0 | 23.2 | 9.9 | 0.2 | 7.9

In another format: entries from further up
Second line of a record: Runt-SMMHC FRET, 14-3-3 Bad inh, Runt-CBFb FRET, FXIa inh 1536, Wee1 stabilizer, Hck Nef HTS, thrombin 1536, hK5 inh, FXIIa inh
> C(CNC1C2CC3CC(C2)CC1C3)CN1CCOCC1 (stereo not given)
    -2.1, 8.5, -0.7, 2.9, 3.2, 24.0, 3.4, 6.3, 17.0
> COc1cc(C2NC(=O)C(C#N)=C(Nc3cccc(C)c3)S2)ccc1O (stereo not given)
    -2.3&1.0, -3.3&-8.5, 4.5&2.4, 1.6, -0.1&2.0, -13.5&3.0, 5.6, -2.4, 9.8

The list goes on.
compound | Runt-SMMHC FRET | 14-3-3 Bad inh | Runt-CBFb FRET | FXIa inh 1536 | Wee1 stabilizer | Hck Nef HTS | thrombin 1536 | hK5 inh | FXIIa inh
C[C@@H]1CN(c2c(F)c(N)c3c(=O)c(C(=O)O)cn(C4CC4)c3c2F)C[C@H](C)N1 | -8.2 | -1.0 | -0.1 | . | -3.1 | . | . | . | .
Cc1c(NC(=O)C2CCCO2)cccc1[N+](=O)[O-] (stereo not given) | 1.2 | -5.1 | 3.1 | 6.1 | -1.7 | 0.0 | -4.7 | -0.8 | 12.1
COc1cc(CNC2CCCCC2OC)cc(OC)c1OC (stereo not given) | -4.7 | 17.2 | -0.6 | 3.1 | 0.9 | -0.3 | -9.3 | 3.0 | 3.6
CC1C(=O)CC(c2ccccc2)N(C)C1c1ccccc1 (stereo not given) | -0.2 | 4.5 | -1.3 | -8.2 | . | 0.0 | -3.5 | 17.2 | -9.4
CCCN1CCC(NC(=O)Nc2ccc(Br)cc2)CC1 | 2.1 | 4.7 | 0.0 | 7.8 | -3.6 | 8.8 | 1.4 | -14.4 | 2.8
CS(=O)(=O)Nc1ccc(S(=O)(=O)NCCc2ccccc2)cc1 | -3.7 | -3.5 | -0.6 | 0.0 | 0.1 | -1.0 | -0.3 | -7.0 | 16.2
OCCC1CN(Cc2cccc(OC3CCCC3)c2)CCN1Cc1ccsc1 (stereo not given) | 0.8 | -16.4 | -2.5 | -1.2 | -1.4 | 3.4 | -1.2 | . | 2.6
COc1ccc(CNC(=O)CCCN2C(=O)c3ccccc3C2=O)cc1 | -1.4 | 0.7 | -0.2 | -1.7 | 1.4 | 29.7 | 7.8 | -3.7 | 5.3
OCCNc1ncnc2ccc(Br)cc12 | -2.5 | 2.2 | -0.4 | -7.8 | -0.6 | 2.5 | -6.0 | -7.3 | -1.3
CCOc1ccc(N=C(/C(C(=O)C(=O)N2CCOCC2)=C(/O)c2ccccc2)c2ccccc2)cc1 | -8.2 | 3.0 | -1.9 | -0.8 | 0.8 | 13.5 | -4.5 | 1.9 | 2.5
N/C(=N\OC(=O)c1ccc(Br)cc1)c1ccccc1 | 1.0 | 17.6 | -1.7 | -4.9 | 0.6 | 0.8 | 1.0 | -4.6 | 12.5
CCC(=O)Nc1ccc(Cl)c(NC(=S)NC(=O)COc2ccccc2)c1 | -1.9 | -17.8 | -0.6 | 2.9 | -0.8 | 1.0 | 2.5 | -2.5 | 13.0
CC1CN(S(=O)(=O)c2ccccc2)CC(C)O1 (stereo not given) | -2.0 | -9.5 | -0.5 | 2.2 | 3.8 | -0.7 | -0.5 | 9.5 | -2.4
Cc1ccc(S(=O)(=O)N2CCOCC2)cc1C(=O)NCCN1C(=O)S/C(=C\c2ccccc2Cl)C1=O | 0.9 | -25.9[fluorescence artefact?] | -7.6 | -5.0 | -3.7 | 1.8 | -10.0 | -9.4 | -3.0
CCOC(=O)C1=C(N)Oc2cc(C)[nH]c(=O)c2C1c1ccncc1 (stereo not given) | -2.1 | -14.5[fluorescence artefact?] | -1.1 | -3.3 | -4.1 | 1.7 | -11.4 | -14.9 | 8.6
O=C(NCCN1CCOCC1)C1CCC(=O)N1Cc1ccccc1Cl (stereo not given) | 2.4 | -2.0 | 0.8 | -2.3 | 3.2 | 0.5 | -12.4 | -20.5 | -13.5
CC(C)N(C(=O)COC(=O)c1cccc(C(=O)OCC(=O)N(C(C)C)C(C)C)n1)C(C)C | -4.5 | -11.3 | -0.2 | -18.9 | 0.1 | 17.9 | -8.0 | -8.7 | 1.3
COc1ccc(OC)c(NC(=O)c2[nH]c(C)c(C(C)=O)c2C)c1 | 4.5 | -3.2[fluorescence artefact?] | -0.9 | 17.9 | 0.5 | 1.1 | -4.8 | -5.2 | 16.8
